Compound activity: PubChem BioAssay, several laboratories
rCAG RNA binder: binders of r(CAG) RNA repeats, primary screen, biochemical, fluorescence; inhibition, % at 3 µM; r(CAG) RNA repeat, TO-PRO-1 dye displacement fluorescence; 1.3% of 370,000 active;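 active = inhibition above the plate cutoff, the mean of all test compounds on that plate plus 3 SD, cut at about 35% in these data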;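 note: 0% = DMSO alone and 100% = 100 µM mitoxantrone as full dye displacement; higher means more dye released from RNA so lower well fluorescence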
LEDGF integ inh: blockers of LEDGF/p75-dependent integrase strand transfer – biochemical, TR-FRET, high throughput, primary screen. HIV-1 integrase (with human LEDGF/p75). TR-FRET IN-LEDGF/p75 DNA integration, Eu/Cy5. inhibition, % at 3.7 µM. 0.64% of 370,000 active. AID 743269, 2014;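 active = inhibition above the screen-wide mean plus 3 SD, cut at about 13% in these data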;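 note: signal is the Cy5 over europium emission ratio at 671 and 618 nm; 0% = plate median of compound wells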
PRMT1 FP inh: PRMT1 methyltransferase inhibitors, primary screen, biochemical, fluorescence polarization | Protein arginine N-methyltransferase 1 (Homo sapiens), Q99873 | recombinant PRMT1, activity-based probe fluorescence polarization | inhibition, % at 2.79 µM | 1.3% of 370,000 active | AID 652257, 2013;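 active = inhibition above about 21% made by adding two undisclosed values, limit read from the data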
MBD2 inh: inhibitors of MBD2 binding to methylated DNA, primary screen, biochemical, TR-FRET, DNA-binding domain, human; MBD2 binding to methylated oligonucleotide; inhibition, % at 4.4 µM; 0.31% of 370,000 active; in the data active = inhibition above about 13%
Target sequence (Q9UBB5 whole entry, looked up, the tested form may be a part): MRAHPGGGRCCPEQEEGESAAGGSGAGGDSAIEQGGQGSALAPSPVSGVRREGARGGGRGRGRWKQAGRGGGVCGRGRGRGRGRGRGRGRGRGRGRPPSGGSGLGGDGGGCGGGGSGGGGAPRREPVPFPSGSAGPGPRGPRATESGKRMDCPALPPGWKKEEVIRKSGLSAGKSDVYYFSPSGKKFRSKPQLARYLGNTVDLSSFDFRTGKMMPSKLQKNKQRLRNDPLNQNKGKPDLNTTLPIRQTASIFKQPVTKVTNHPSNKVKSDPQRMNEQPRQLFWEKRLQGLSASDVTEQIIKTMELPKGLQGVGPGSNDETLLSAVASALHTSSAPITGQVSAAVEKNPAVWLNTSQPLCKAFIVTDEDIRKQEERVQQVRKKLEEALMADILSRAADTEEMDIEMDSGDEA
TCR CD3 inh: inhibitors of human TCR-CD3 interaction, primary screen, biochemical, fluorescence, TAMRA-labeled TCR probe; inhibition, % at 9.4 µM; 0.37% of 360,000 active; T-cell receptor (TCR); in the data active = inhibition above about 19%;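 note: recombinant mutant TCR 2C K166C tagged with TAMRA read by polarization; 0% = receptor in buffer alone and 100% = receptor with positive control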
UHRF1 binding: UHRF1 methylated DNA binding inhibitors, primary screen, counter-screen for MBD2 inhibitor project, biochemical, TR-FRET, human UHRF1, single concentration; inhibition, % at 4.4 µM; 0.75% of 370,000 active; UHRF1 binding to methylated oligo; AID 687016, 2013; in the data active = inhibition above about 21%;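 note: UHRF1 SRA domain binding a hemimethylated CpG hairpin DNA probe; 0% = median of test compound wells and 100% = reference inhibitor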
Rev-erbA mod: modulators of Rev-erb alpha DNA binding, primary screen, biochemical, FITC-DNA, fluorescence polarization, uHTS; Nuclear receptor subfamily 1 group D member 1 (Homo sapiens), P20393; Rev-erbα–FITC-DNA binding, 90 min; activity, % at 10 µM; 0.79% of 370,000 active; AID 1259318, 2017;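 active = activity above about 14%, limit read from the data; passing the limit was not always enough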;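 note: 0% = DMSO wells with 35 nM protein and 100% = DMSO wells with 750 nM protein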
PG9 Ab binder: binders of HIV-1 gp120 antibody PG9, primary screen, biochemical, TR-FRET; HIV-1 gp120 / PG9 antibody interaction; TR-FRET gp120-PG9 antibody binding; inhibition, % at 6.7 µM; 0.43% of 360,000 active; AID 624416, 2012; in the data active = inhibition above about 8.5%
ABHD4 inh: ABHD4 inhibitors, primary screen, biochemical, fluorescence polarization, mouse | inhibition, % at 8.92 µM | 0.54% of 370,000 active | purified mABHD4, FP-Rh probe fluorescence polarization;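 active = inhibition exceeding the mean over every tested compound plus 3 SD, cut at about 30% in these data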;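 note: 0% = plate median of compound wells and 100% = S159A mutant with DMSO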
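Test system: mABHD4 protein | Buffer or medium: HEPES pH 7.0 buffer, 150 mM NaCl, 0.01% Pluronic F-127 | Probe or stimulus: FP-Rh fluorescent activity-based probe, added after compound pre-incubation | Timing: Pre-incubation 45 min, probe exposure 60 min, at 25 °C | Technique: Fluorescence polarization, excitation 525 nm, emission 598 nm, BODIPY TMR filters | Repeats: Single well per compound (singlicate)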
HTRA1 inhibitor: HTRA1 serine protease inhibitors, primary screen, biochemical, fluorescence polarization, HTS | Q92743 | recombinant HTRA1, FP-rhodamine activity-based probe | inhibition, % at 5.96 µM | 0.5% of 340,000 active; in the data active = inhibition above about 36%;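 note: 0% = enzyme with DMSO and 100% = wells lacking enzyme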
Target sequence (Q92743 whole entry, looked up): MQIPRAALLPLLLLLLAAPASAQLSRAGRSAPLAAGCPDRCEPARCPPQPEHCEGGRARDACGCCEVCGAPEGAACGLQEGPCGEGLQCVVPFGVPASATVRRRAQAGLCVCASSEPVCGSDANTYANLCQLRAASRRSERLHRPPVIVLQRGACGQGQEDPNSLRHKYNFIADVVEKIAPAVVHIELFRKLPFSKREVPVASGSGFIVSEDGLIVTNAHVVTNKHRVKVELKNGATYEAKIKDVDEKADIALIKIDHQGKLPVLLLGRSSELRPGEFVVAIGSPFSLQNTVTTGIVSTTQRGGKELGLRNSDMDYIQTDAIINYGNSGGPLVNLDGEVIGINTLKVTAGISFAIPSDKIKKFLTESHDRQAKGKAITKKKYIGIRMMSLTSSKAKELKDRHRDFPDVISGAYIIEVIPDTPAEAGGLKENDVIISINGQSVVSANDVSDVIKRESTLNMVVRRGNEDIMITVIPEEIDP
The depositor's hits bear a star; / = not tested or not shown. An excerpt (hit frequency here may not be typical).

canonical_smiles	rCAG RNA binder	LEDGF integ inh	PRMT1 FP inh	MBD2 inh	TCR CD3 inh	UHRF1 binding	Rev-erbA mod	PG9 Ab binder	ABHD4 inh	HTRA1 inhibitor
Cc1cccc(CC(=O)N2CCC(n3nccc3NC(=O)C3CC3)CC2)c1	-5	2	-4	4	3	1	-9	-0.8	4	-1
COc1ccc(CCC(=O)Nc2cc([N+](=O)[O-])ccc2OC)cc1	2	3	0	-2	1	-3	-1	-1.3	-3	-1
O=C(Nc1c(C(=O)N2CCC(N3CCCCC3)CC2)oc2ccccc12)c1c(F)cccc1F	-3	0	1	-2	7	2	15	-1.8	0	1
O=S(=O)(NCc1cn2ccccc2n1)c1cc(F)ccc1F	3	1	1	4	8	7	-4	0.5	0	-3
O=[N+]([O-])c1ccc(/C=N/N2CCN(c3ccncc3S(=O)(=O)N3CCCCC3)CC2)cc1	-1	0	-1	-3	3	0	-16	-2.7	2	8
CN(C)c1ccc(/C=C2/NC(=O)NC2=O)cc1	-8	-17	4	-4	-12	-3	4	-34	-8	3
COc1ccc(CCNC(=O)COC(=O)CCC(=O)c2ccc(F)cc2)cc1OC	-5	3	0	0	-5	1	/	-1.5	-1	-1
O=[N+]([O-])c1ccc(O)c(/C=N/Nc2nc3ccccc3[nH]2)c1	14	-1	-2	-10	1	-11	2	-6.3	29	12
O=C(COc1ccccc1)Nc1nnc(S(=O)(=O)N2CCCCCC2)s1	6	-1	1	2	-7	1	-6	-4.2	3	-7
CCC(=O)Nc1ccc(S(=O)(=O)Nc2c(NC)c3ccccc3oc2=O)cc1	1	1	0	-4	-6	0	0	-1.6	1	5

Reformatted with each value named: 2 of the compounds above
COc1ccc(CCC(=O)Nc2cc([N+](=O)[O-])ccc2OC)cc1
  rCAG RNA binder: 2
  LEDGF integ inh: 3
  PRMT1 FP inh: 0
  MBD2 inh: -2
  TCR CD3 inh: 1
  UHRF1 binding: -3
  Rev-erbA mod: -1
  PG9 Ab binder: -1.3
  ABHD4 inh: -3
  HTRA1 inhibitor: -1

O=C(Nc1c(C(=O)N2CCC(N3CCCCC3)CC2)oc2ccccc12)c1c(F)cccc1F
  rCAG RNA binder: -3
  LEDGF integ inh: 0
  PRMT1 FP inh: 1
  MBD2 inh: -2
  TCR CD3 inh: 7
  UHRF1 binding: 2
  Rev-erbA mod: 15
  PG9 Ab binder: -1.8
  ABHD4 inh: 0
  HTRA1 inhibitor: 1

Additional records.
canonical_smiles	rCAG RNA binder	LEDGF integ inh	PRMT1 FP inh	MBD2 inh	TCR CD3 inh	UHRF1 binding	Rev-erbA mod	PG9 Ab binder	ABHD4 inh	HTRA1 inhibitor
O=c1[nH]nc2n1CCCCC2	2	2	1	-3	3	-1	3	-0.6	-5	9
O=[N+]([O-])c1cc(C(F)(F)F)cc([N+](=O)[O-])c1NCCCN1CCOCC1	-7	-2	-5	0	1	-3	7	2.3	1	-6
CCN(CC)c1nc2c(s1)C(=O)CC(C)(C)C2	-2	1	-3	2	6	-2	0	0.8	-3	-5
CCOc1ccccc1-c1cncc(NC)n1	0	-6	7	7	-8	3	-7	-1.5	-13	/
O=Cc1c(NCCc2ccc(F)cc2)c2ccccc2[nH]c1=O	-4	2	-2	-3	-1	-5	0	-0.8	-4	9
Cn1c(Nc2ccc(F)cc2)nc2cc(-c3ccsc3)sc2c1=O	6	4	-1	-4	6	0	6	0.7	-16	/
c1ccc(SCCN2CCc3ccccc3C2)cc1	-5	2	0	0	7	3	1	-1.6	4	-3
O=[N+]([O-])c1ccc2[nH]cc(S(=O)(=O)N3CCN(c4cccc(Cl)c4)CC3)c2c1	43*	-5	-1	2	6	3	11	0.3	-13	-21
Cc1cc2ncn(C3CC(=O)N(Cc4ccc(N5CCCC5=O)cc4)C3=O)c2cc1C (stereo not given)	3	-3	9	2	-3	2	1	-0.5	5	4
COc1cc(/C=C2\CCCc3c2nc2ccccc2c3C(=O)O)cc(Br)c1O	3	-3	3	0	5	-2	1	-1.0	18	-16
NC(=O)N/N=C/c1c(O)ccc2oc3c(c12)CCCC3	5	5	-6	-8	6	-7	7	-1.1	5	14
O=C1CN(C(=O)CC2c3ccccc3-c3ccccc32)CC(=O)N1	0	-4	3	-1	2	3	-1	2.2	-1	3
CCOCCn1c(SCC(=O)OCc2ccccc2)nc2c1c(=O)[nH]c(=O)n2C	-2	0	8	6	0	2	8	0.6	9	-1
CN(C)S(=O)(=O)c1ccc(Cl)c(NC(=O)COC(=O)CN2C(=O)NC(C)(C)C2=O)c1	-2	1	-2	-4	3	-4	-2	-0.8	-4	3
C[C@@H]1CN([C@@H](C)CO)C(=O)CCCn2nncc2CO[C@H]1CN(C)CC1CC1	0	-3	1	4	-6	1	-2	-2.3	5	/
O=C(CN(Cc1ccc(Br)cc1)S(=O)(=O)c1ccccc1)NCC1CCCO1 (stereo not given)	-8	1	-2	-3	-6	-1	5	2.7	-7	-2
CCC(C)NC(=S)N1CCN(C)CC1 (stereo not given)	-2	1	3	-2	-7	4	-2	1.1	5	/
N#Cc1ccc(Oc2c(Cl)cncc2Cl)cc1	3	1	-1	-5	5	1	9	-0.3	3	5
O=C(COC(=O)c1cccc(OC(F)F)c1)NC1CCCC1	0	-2	4	4	-5	2	-2	0.0	-7	9
Clc1ccc(CSc2cc3c(nn2)-c2ccccc2CC3)cc1	6	3	-1	3	3	0	8	-1.1	-8	-34
CCOC(=O)C1CCN(C(=O)CCn2c(=O)[nH]c3ccccc3c2=O)CC1	-2	-2	0	-1	8	-3	-4	-1.4	-7	7
C#CCOc1ccc2ccccc2c1/C=C(/C#N)c1ccc(C(=O)O)cc1	28	4	0	-6	4	-2	-6	-1.3	-24	-31
CC1CCCCN1C(=O)Nc1cccc(C(F)(F)F)c1 (stereo not given)	-3	-1	-3	-4	4	-1	-2	-2.0	-1	-1
COc1ccc(C(=O)c2cnc3cc4c(cc3c2C)OCO4)cc1	-5	-1	-3	-2	7	-2	8	-0.3	-3	-10
CC1CC(C)(C)CC2(C1)NC(=S)N(c1ccccc1)N2 (stereo not given)	-3	5	2	-6	-3	4	1	-0.9	14	6
COc1ccc(NC(=O)CSc2nnnn2C2CCCC2)cc1	-4	1	-1	-2	11	-2	-3	-1.3	-4	-7
Cc1cccc(NC(=O)c2cc(S(=O)(=O)N3CCCCC3)c[nH]2)c1	4	1	1	-6	-6	-1	4	1.1	1	/
Cc1cc(N2CCN(C(=O)OC(C)(C)C)C[C@H]2C)ccc1N1CC[C@@H](O)C1	0	6	61*	0	5	-4	0	4.4	24	/
O=C(COc1ccccc1C(=O)NCc1ccncc1)Nc1ccc(Br)cc1	-4	4	-6	-4	1	-2	-3	0.1	-7	-16
CC(=O)Nc1ccc(OC(=O)c2cccs2)cc1	1	3	1	-8	2	-2	3	-2.8	-7	1

The list goes on; it opens with the 5 that closed the last part.
canonical_smiles	rCAG RNA binder	LEDGF integ inh	PRMT1 FP inh	MBD2 inh	TCR CD3 inh	UHRF1 binding	Rev-erbA mod	PG9 Ab binder	ABHD4 inh	HTRA1 inhibitor
COc1ccc(NC(=O)CSc2nnnn2C2CCCC2)cc1	-4	1	-1	-2	11	-2	-3	-1.3	-4	-7
Cc1cccc(NC(=O)c2cc(S(=O)(=O)N3CCCCC3)c[nH]2)c1	4	1	1	-6	-6	-1	4	1.1	1	/
Cc1cc(N2CCN(C(=O)OC(C)(C)C)C[C@H]2C)ccc1N1CC[C@@H](O)C1	0	6	61*	0	5	-4	0	4.4	24	/
O=C(COc1ccccc1C(=O)NCc1ccncc1)Nc1ccc(Br)cc1	-4	4	-6	-4	1	-2	-3	0.1	-7	-16
CC(=O)Nc1ccc(OC(=O)c2cccs2)cc1	1	3	1	-8	2	-2	3	-2.8	-7	1
O=C1CC(Cc2ccccc2)C(=O)N1CCCn1ccnc1 (stereo not given)	-2	-2	-3	-3	1	2	1	3.2	11	/
Nc1cc(C(=O)O)ccc1N1CCCCCC1	3	3	-2	4	-3	-1	-1	-1.2	5	-1
O=c1[nH][nH]c(C(F)(F)F)c1C=NCc1cccc(Cl)c1	1	0	-1	-2	3	0	-3	0.3	0	0
CCn1c(SCc2ccccc2F)nnc1-c1ccncc1	-2	-2	1	2	3	0	-3	0.1	8	4
CN(CC(=O)Nc1ccc(F)c(F)c1F)C(=O)C1COc2ccccc2O1 (stereo not given)	1	13	1	2	-1	8	1	2.7	5	-1
COc1ccc(C2=NOC3(CC(=O)N(c4ccc(C)cc4)C3=O)C2)c(OC)c1 (stereo not given)	6	-1	-2	4	2	-2	5	1.6	0	5
S=c1[nH]nc(C2CCCCC2)n1/N=C/c1cccs1	5	2	7	3	0	3	5	-2.6	-6	0
CCN(CC)C(=O)c1cccc(-c2csc(C(C)(O)c3cccc(F)c3)n2)c1 (stereo not given)	-2	-4	2	0	2	1	4	0.2	-3	/
Cc1[nH]n(-c2ccccc2)c(=O)c1/C=N/NC(=O)c1cccc([N+](=O)[O-])c1	3	-2	-1	6	-5	1	5	0.8	10	5
Cn1c(=O)c(=O)n(C)c2cc([N+](=O)[O-])c([N+](=O)[O-])cc21	-1	-3	6	5	-6	5	6	-0.5	3	4

4 compounds drawn at random from the list so far:
canonical_smiles	rCAG RNA binder	LEDGF integ inh	PRMT1 FP inh	MBD2 inh	TCR CD3 inh	UHRF1 binding	Rev-erbA mod	PG9 Ab binder	ABHD4 inh	HTRA1 inhibitor
Nc1cc(C(=O)O)ccc1N1CCCCCC1	3	3	-2	4	-3	-1	-1	-1.2	5	-1
O=C1CC(Cc2ccccc2)C(=O)N1CCCn1ccnc1 (stereo not given)	-2	-2	-3	-3	1	2	1	3.2	11	/
Cc1[nH]n(-c2ccccc2)c(=O)c1/C=N/NC(=O)c1cccc([N+](=O)[O-])c1	3	-2	-1	6	-5	1	5	0.8	10	5
Cn1c(=O)c(=O)n(C)c2cc([N+](=O)[O-])c([N+](=O)[O-])cc21	-1	-3	6	5	-6	5	6	-0.5	3	4

The list goes on.
canonical_smiles	rCAG RNA binder	LEDGF integ inh	PRMT1 FP inh	MBD2 inh	TCR CD3 inh	UHRF1 binding	Rev-erbA mod	PG9 Ab binder	ABHD4 inh	HTRA1 inhibitor
N#C/C(=C/c1ccc(-c2ccccc2[N+](=O)[O-])o1)C(=O)NCCN1CCCCC1	-4	-2	-3	-1	-2	-3	-2	-5.0	11	1
CNC(=O)c1cc2c(s1)CCCCCC2	0	3	-2	-8	-4	-2	3	4.1	0	4
COc1ccc(OC)c(C(C(=O)NC2CCCCC2)N(Cc2ccco2)C(=O)c2ccccn2)c1 (stereo not given)	-1	1	2	0	-7	2	-3	1.8	-4	3
COc1cc(/C=N/NC(=O)CNc2n[nH]c(=O)[nH]c2=O)ccc1OCc1ccccc1	9	-2	-2	-1	5	-3	-5	-0.4	-41	0
